Bioassay records: PubChem BioAssay, National Center for Advancing Translational Sciences (NCATS)
DRD3 antagonist – blocks the human D3 dopamine receptor | P35462 | D3R cells, DiscoveRx beta-arrestin luminescence, antagonist mode; hits give low values | max response, negative = inhibition, % | 360,000 compounds, 2.5% hits | AID 652054; in the data active = max response below about -50%; inconclusive = no clear call, values can overlap the other calls; note: % is set by controls: 0 for no effect and ±100 for the full control effect; mostly tested at two doses, the higher about 12 µM
Target sequence (P35462 whole entry, looked up): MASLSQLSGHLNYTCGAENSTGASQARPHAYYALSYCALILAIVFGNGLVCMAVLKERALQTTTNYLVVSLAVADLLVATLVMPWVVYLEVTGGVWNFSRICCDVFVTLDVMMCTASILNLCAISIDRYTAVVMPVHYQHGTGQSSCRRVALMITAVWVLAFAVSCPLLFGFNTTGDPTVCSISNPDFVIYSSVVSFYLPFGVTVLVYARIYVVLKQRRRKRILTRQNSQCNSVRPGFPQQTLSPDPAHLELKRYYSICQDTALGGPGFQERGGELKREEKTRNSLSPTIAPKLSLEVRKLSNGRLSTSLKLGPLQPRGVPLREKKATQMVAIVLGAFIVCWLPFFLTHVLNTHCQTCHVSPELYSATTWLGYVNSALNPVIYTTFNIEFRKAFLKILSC
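Cells plated overnight at 1500 cells/well, then exposed to library compounds with dopamine controls for 90 minutes at 37 degrees C. DiscoveRx reagent added for 30–60 minutes at room temperature; luminescence read, quantitative HTS format.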
PI5P4K alpha inh – PI5P4K alpha (human) kinase inhibition; PI5P4Kalpha enzyme, ADP-Glo luminescence, 60 min; hits give low values; max response, %; 330,000 compounds, 1.2% hits; AID 652105; active = max response of -50% or lower; inconclusive = between -30% and -50%; inactive = -30% or higher; note: value at the top dose of about 77 µM; % is set by controls: 0 for no effect and ±100 for the full control effect
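Human PI5P4Kalpha with substrate in 0.038 M HEPES pH 7.4, 0.28 mM EGTA, 0.1% CHAPS, 5% DMSO; reaction started with 5 microM ATP (final), 60 min at room temperature. ADP formed read by ADP-Glo luminescence.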
HEK293 tox – cytotoxic in the GLP-1 receptor inverse agonist counter-screen. AID 624418. Potency, µM (doses to about 38.3 µM), without a hit: at the highest dose activity change, negative = inhibition, hits mostly inhibitors. HEK293 cAMP-luciferase reporter cells, luminescence, 24 h. 410,000 compounds, 0.13% hits;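 note: loss of luciferase light is scored as toxicity; potency is the fitted concentration of half-maximal effect; % is set by controls: 0 for no effect and ±100 for the full control effect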
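Seeding density was 200 cells/uL; after overnight-length (12 h) culture, 23 nL compounds went on for 24 h at 37 °C. Readout used a luciferase detection reagent, luminescence taken after 12 min at room temperature.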
DRD3 agonist – agonists of human D3 dopamine receptor | P35462 | D3R DiscoveRx beta-arrestin cells, luminescence, 90 min | max activation, % | 410,000 compounds, 0.58% hits | AID 652048; in the data active = max activation above about 30%; note: 0% is about no effect; mostly tested at two doses, the higher about 12 µM
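Cells at 1500/well, incubated overnight, then treated with pinned compounds (dopamine as control) for 90 min at 37 degrees C. DiscoveRx reagent added for 30 - 60 minutes at room temperature; luminescence read.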
GLP-1R inv ag – GLP-1 receptor (human) inverse agonism; P43220; HEK293 GLP-1R CRE-luciferase, luminescence, 24 h; GLP-1R form is constitutively active; Potency, µM (series often up to 38.3 µM), inactives show top-dose activity change, negative = inhibition, most hits filed as inhibitors; 410,000 compounds, 1.6% hits; note: potency is the fitted concentration of half-maximal effect; % is set by controls: 0 for no effect and ±100 for the full control effect; nearly all actives have a fitted effect of over 55% in size
Target sequence (P43220 whole entry, looked up): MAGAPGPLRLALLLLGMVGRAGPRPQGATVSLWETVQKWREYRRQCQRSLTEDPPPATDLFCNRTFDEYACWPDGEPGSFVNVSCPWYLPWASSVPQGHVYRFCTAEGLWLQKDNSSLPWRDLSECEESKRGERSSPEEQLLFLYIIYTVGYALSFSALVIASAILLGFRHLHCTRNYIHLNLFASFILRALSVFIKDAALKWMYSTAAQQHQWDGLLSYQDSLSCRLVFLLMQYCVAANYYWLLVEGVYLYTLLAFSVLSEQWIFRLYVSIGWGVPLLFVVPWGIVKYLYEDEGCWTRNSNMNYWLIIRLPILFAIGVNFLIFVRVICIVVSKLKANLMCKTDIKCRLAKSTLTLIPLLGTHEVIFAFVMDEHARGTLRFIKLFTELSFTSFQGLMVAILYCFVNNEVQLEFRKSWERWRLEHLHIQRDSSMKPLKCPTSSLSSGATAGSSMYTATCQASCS
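HEK293 cells stably co-expressing a cAMP-responsive luciferase reporter and constitutively active GLP-1R were seeded, incubated 12 h, then exposed to compounds for 24 h at 37 C. Luminescence was read 12 min after detection reagent; inverse agonists lower signal.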
WRN inhibitor – WRN helicase (human) inhibition | 360,000 compounds, 0.46% hits | WRN helicase unwinding, fluorescent forked duplex, kinetic | Q14191 | Potency, µM (titrated, usually from 114 µM), inactives show at the top dose activity change, negative = inhibition, actives largely listed as inhibitors; note: potency is the fitted concentration of half-maximal effect; % is set by controls: 0 for no effect and ±100 for the full control effect; nearly all actives have a fitted effect of over 55% in size
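Kinetic red-fluorescence monitoring (525/598 nm) tracks WRN helicase activity after 100 nM fluorophore-quencher forked duplex and 2 mM ATP are added to 20 nM enzyme pretreated 15 min at room temperature with compound.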
GLP1R ag – agonists of human GLP-1 receptor. HEK293 GLP-1R CRE-luciferase, luminescence, 4-6 h; cells express a hypersensitive GLP-1R form. Potency, µM (titrated, usually from 45.6 µM), inactives show top-dose activation, most hits filed as activators. 380,000 compounds, 0.007% hits; note: potency is the fitted concentration of half-maximal effect; % of control where 0% means no effect
IL2 activator – IL-2 activation | IL-2 activation reporter assay, cell-based qHTS; stimulated with anti-CD3/CD4/CD28 beads; in transgenic mouse T cells | activation, % (series mostly up to about 46 µM) | 360,000 compounds, 0.065% hits; in the data active = activation above about 50%; inconclusive = mostly about 30% to 49%; note: 0% is about no effect
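Readout: EGFP and DsRed signals by fluorescent plate cytometry. Unstimulated transgenic mouse T cells received compound 60 min before antibody-bead stimulation, then incubated 18 h at 37 degrees C.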
PLK1 PBD inh – blocks phosphopeptide binding to human PLK1 polo-box domain | P53350 | Plk1 PBD binding of FITC phosphopeptide, fluorescence polarization | Potency, µM, inactives show max response, negative = inhibition, most hits filed as inhibitors | 360,000 compounds, 2.8% hits | AID 720504; note: potency is the fitted concentration of half-maximal effect; series mostly up to about 57 µM; % is set by controls: 0 for no effect and ±100 for the full control effect; nearly all actives have a fitted effect of over 65% in size
An asterisk follows results filed as active; ? = inconclusive; nt = no result given; [ ] = another dose, or the depositor's remark. Unless noted, calls come from the whole dose curve; as a rule, active = well fitted curve in the direction sought with a large enough effect; inconclusive = small, poorly fitted or top-dose-only effect, or another doubt; inactive = no such curve, though single readings can be large; an effect the other way counts as inactive or inconclusive. An unsorted share of the library; any-hit rate near 7.8%.

Results follow in this order: DRD3 antagonist	PI5P4K alpha inh	HEK293 tox	DRD3 agonist	GLP-1R inv ag	WRN inhibitor	GLP1R ag	IL2 activator	PLK1 PBD inh
CC1(C)CC2CC(C)(CN2C(=S)Nc2ccccc2F)C1 (stereo not given)
  19	5	-4%	0	?	5%	16%	-1.7	6%
COc1ccc(C(=O)Nc2ccccc2NC(=O)c2ccco2)cc1OC
  22	1	-2%	4	127%[activator]	4%	?	1.7	-9%
O=[N+]([O-])c1ccc(-c2ccc(S(=O)(=O)NCCN3CCCC3)cc2)cc1
  0	6	-10%	-18	?	-10%	6%	3.5	-2%
COc1ccc(Br)cc1C(=O)O
  1	9	-7%	3	8%	-2%	-4%	1.4	-1%
Cc1cc2c(NC(=O)Nc3ccc(F)cc3)cccc2nn1
  -27	2	-5%	-8	10%	-7%	5%	1.8	-4%
COc1ccc(-c2coc3c(C(=O)NCc4ccco4)cccc23)c(C)c1
  -1	0	-7%	-16	4.5µM*	-9%	-2%	-0.7	-8%
COc1ccc(-c2cc(C(=O)N3CCN(c4ccccc4O)CC3)c3ccccc3n2)cc1
  29	-7	-10%	1	-16%	5%	8%	4.6	0%
COc1ccc(C(NC(=O)C2CCCCC2)c2c(O)ccc3ccccc23)cc1 (stereo not given)
  9	3	?	-3	?	-25%	-6%	0.4	-16%
Cc1ccccc1NC(=S)NC(=O)CCc1ccccc1
  -13	nt	?	10	0%	-13%	3%	2.5	-9%
Cc1c(Br)cc(C(=O)N2CCN(CCO)CC2)c(C)c1C
  5	-2	0%	-3	15%	0%	-8%	-0.6	-2%
COCC(=O)N1CCC(Oc2ccc(C(=O)NCCc3ccncc3)cc2)CC1
  3	-3	-7%	-2	-2%	-30%	7%	2.4	-6%
O=C(O)CCn1c(Cc2ccccc2)nc2ccccc21
  15	1	2%	2	22%	-8%	0%	0.3	6%
CN(CC(=O)Nc1ccccc1C(F)(F)F)C(=O)c1ccc(-c2ccc(Cl)cc2)o1
  -11	7	-2%	4	?	-2%	3%	-1.0	-4%
COC(=O)CC1C(=O)NCCN1C(=O)c1ccccc1 (stereo not given)
  -4	-1	0%	1	2%	-1%	-8%	0.9	3%
CCOC(=O)CCCNC(=O)COC(=O)c1cc(Br)c(Br)s1
  -1	3	5%	-1	-12%	2%	-6%	-2.6	-7%
Cc1ccc(CN2CC(C(=O)N3CCN(S(=O)(=O)c4cc(C)ccc4C)CC3)CC2=O)cc1 (stereo not given)
  9	-6	2%	11	-24%	-10%	1%	-0.1	4%
CCN(Cc1ccccc1)c1ccc(/C=C(\C#N)c2ccccn2)cc1
  -16	4	18%	-23	?	4%	5%	1.4	-6%
COc1cc(C(CC(=O)Nc2ccc(C)c(F)c2)N2Cc3ccccc3C2=O)cc(OC)c1OC (stereo not given)
  nt	nt	-4%	4	7%	nt	-3%	nt	nt
CCOC(=O)c1cccc(NC(=O)/C(=C\c2ccccc2)NC(=O)c2ccccc2Cl)c1
  31	nt	-7%	6	1%	-4%	-1%	-2.3	2%
N#CCCn1cc(CNC2CCC(O)CC2)c2ccccc21 (stereo not given)
  -4	-2	14%	3	-6%	-24%	3%	-4.1	1%
CC(OC(=O)/C=C/c1ccco1)C(=O)Nc1cccc([N+](=O)[O-])c1 (stereo not given)
  9	-24	-24%	4	?	9%	2%	0.0	-4%
N#CCC(=O)N/N=C\c1ccccc1OC/C=C/c1ccccc1
  -23	-18	?	-8	?	-13%	-2%	-1.0	-9%
O=C1CSC(c2ccc(Cl)c(Cl)c2)N1c1nccs1 (stereo not given)
  -2	0	-14%	5	?	8%	16%	1.7	-25%
CCCC(C)(C)C(=O)N1CCC1(C)C(=O)NS(=O)(=O)c1ccccc1Cl (stereo not given)
  27	7	6%	2	21%	-4%[57.1 µM]	-4%	0.3	8%
CCc1n[nH]c(=S)n1/N=C/c1ccccc1OCc1ccc(Cl)cc1
  -10	2	5%	11	63%[activator]	-2%	24%	-1.8	-6%
CCOC(=O)C1CCCN(C(=O)c2cc(C#N)cs2)CC1 (stereo not given)
  -10	1	4%	3	29%	-3%[57.1 µM]	-5%	-0.5	2%
O=c1c2cc(C(F)(F)F)ccc2sn1-c1ccccc1
  3	-102*	-2%	3	2%	-1%	-4%	-0.1	2.7µM*
CCCCN(C)C(=O)c1cc2cc3cc(OC)ccc3nc2o1
  -9	11	1%	8	?	-10%	15%	-0.5	-5%
O=C1CC(C(=O)O)c2ccccc2N1 (stereo not given)
  -19	nt	9%	-1	12%	7%	-3%	-3.4	-11%
Cc1cc(C)c(C(=O)c2ccccc2C(=O)O)c(C)c1
  0	-5	1%	-4	24%	2%	-1%	-0.1	-11%
CN(CC(=O)Nc1c(Cl)cccc1Cl)C(=O)c1cccc(-n2cccc2)c1
  -3	-78*	-2%	10	-14%	50µM*	11%	0.3	?
CCOC(=O)C1C(=O)C=C(c2cccs2)CC1c1ccccc1C (stereo not given)
  -14	6	-1%	2	?	-16%	-1%	-3.0	-5%
Cc1ccsc1C(=O)NCc1ccc(F)cc1
  -18	4	2%	1	-2%	12%	8%	0.3	-10%
Oc1ccccc1/C=N/N1CCN(c2ccccn2)CC1
  -2	-2	5%	4	0%	4%	?	-0.6	-4%
COc1cc(/C=C(/C#N)c2ccc(F)cc2)ccc1OCc1ccc(C(=O)O)o1
  22	nt	-12%	25	9%	-25%	9%	-1.8	?
COc1ccccc1OCC(=O)N1CCN(c2ccccc2OC)CC1
  7	nt	3%	-1	-1%	-7%	23%	-0.1	-14%
Cc1ccc(C(=O)NC(O)C(Cl)Cl)cc1 (stereo not given)
  8	0	7%	-5	-6%	-22%	-5%	-2.7	-4%
Cc1c(S(=O)(=O)c2ccccn2)c(N)n(Cc2ccccc2Cl)c1C
  -4	-18	-13%	4	-4%	-34%	13%	5.0	-11%
CCOC(=O)c1c(C)nc2c(c1C)c(=O)oc1ccccc12
  53	-2	-13%	1	20%	6%	1%	-2.6	-3%
NC(=O)C1CC2(C1)CC(C(N)=O)C2 (stereo not given)
  ?	-4	12%	-11	-20%	-15%	0%	-0.1	1%
O=C(CN1CCCCCC1)Nc1ccc(Oc2ccccc2)cc1
  3	5	-10%	-6	?	-16%	11%	-2.0	0%
CCc1nc2ccc(C(=O)NCCN3CCNC3=O)cn2c1N(CC)CCOC
  -19	12	2%	-7	12%	4%	3%	1.2	-5%
CC(NC(=O)COC(=O)C1CC2CCCC(C1)C2=O)c1ccccc1 (stereo not given)
  1	3	5%	-10	7%	-14%	5%	0.5	0%
O=C(CC1SC(N2CCCCC2)=NC1=O)Nc1ccc(C(=O)O)cc1 (stereo not given)
  10	-1	-2%	2	-5%	0%	-7%	1.1	-15%
CC[N+]1(C)CC2CCC(C)(C1)C2(C)C (stereo not given)
  -9	0	5%	-3	-11%	-1%	0%	-2.6	-11%
CCOC(=O)CNC(=O)C1COc2ccccc2O1 (stereo not given)
  -6	-3	6%	0	7%	-6%	10%	-3.4	5%
CCCc1ccc2oc(C(=O)N3CCCC3)c(C)c2c1
  -15	-3	8%	6	?	-10%	19%	-0.5	-3%
CN(C)CCNC(=O)c1cccc(-c2cnc3c(NC=O)cc(-c4ccc(S(C)(=O)=O)cc4)cn23)c1
  4	18	-6%	-1	10%	2%[57.1 µM]	2%	-0.3	-4%
COc1ccc(OC)c(-n2c(SCC(=O)Nc3cccc(S(N)(=O)=O)c3)nc3ccccc3c2=O)c1
  -17	-20	-10%	-2	-1%	-12%	17%	-1.2	-24%
O=C(c1ccc2c(c1)OCO2)C1CCCN(Cc2ccc3nsnc3c2)C1 (stereo not given)
  -23	5	7%	-21	?	-2%	7%	-2.6	-3%
CCOC(=O)C1CCN(C(=O)Nc2ccc(OCc3ccccc3)cc2)CC1
  -6	-5	24%	-3	-1%	-3%	7%	2.5	2%
CCOC(=O)c1[nH]c2ccc(OCC)cc2c1NC(=O)CN1CCN(c2ccccc2)CC1
  18	9	-3%	-1	2%	5%[57.1 µM]	2%	2.7	2%
COc1ccc(C2CC(=O)c3cnc4c(-c5ccc(F)cc5)c(C)nn4c3C2)cc1OC (stereo not given)
  nt	nt	-3%	7	17%	nt	-1%	nt	nt
CC1CCCN(S(=O)(=O)c2cnc[nH]2)C1 (stereo not given)
  -16	3	7%	33*	10%	1%	-8%	-1.1	-9%
C#CCn1c(C)cc(C)c(S(=O)(=O)c2ccccc2)c1=O
  0	-9	5%	0	9%	7%	1%	0.0	-6%
CCOC(=O)c1c(NC(=O)CCc2ccc(CC)o2)sc(C)c1C
  ?	-5	3%	-1	?	-8%	5%	-0.9	27µM*
